From PubChem
Shn3 inh set2: reduction of Shn3 3'UTR firefly luciferase signal, primary screen, Schnurri-3 inhibitor project, cell-based, Clone20 osteoblasts, set 2. Clone20 osteoblast Shn3 3'UTR firefly luciferase, 24 h. inhibition, % at 12.5 µM. actives 0.52% (n = 360,000). AID 588674, 2011;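 active = mean inhibition of at least 75% with every replicate also reaching 75%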;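 note: 0% = median of neutral control wells and 100% = pilot-screen positive control compound; some compounds past the cut are filed as inactive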
Vif imaging: HIV Vif self-association inhibitors, primary screen, imaging, HEK293T, single point. HEK293T cells, Vif self-association by quenched fluorescence, 24 h. inhibition, % at 7.49 µM. actives 0.35% (n = 340,000); in the data active = inhibition above about 50%, passing the limit was not always enough; note: some results filed as inactive read as strong as hits
CaV13 FRET inh: Disruptors of the CACNA1D IQ motif to Ca2+-dependent inactivation inhibitor domain association, primary screening, Förster resonance energy transfer in intact living …. inhibition, % at 12.3 µM. AID 743397. actives 0.098% (n = 340,000). HEK cells, CFP/YFP FRET ICDI-IQ, plate reader, 10 min; percent FRET-ratio fall versus neutral wells;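 active = mean replicate inhibition of at least 30% and at least 1% of replicates passing that level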;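 note: 0% = median of the neutral control wells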
KKLEB cytotox: cytotoxicity in KKLEB CF airway cells, primary screen, cytotoxicity control for CF NF-kB inhibitor project, cell-based, uHTS, fluorescence assay plates | KKLEB CF airway cells viability, ATPlite luminescence, overnight; hits give low values; cells stimulated with P. aeruginosa culture filtrate | actives 0.36% (n = 360,000) | activity change (cytotoxicity), % at 5 µM;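 active = corrected activity change at or below -50% at 5 µM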
HIF-2a inh: HIF-2a reporter inhibitors, primary screen, luminescence, 786-0 RCC cells | 786-0 RCC cells HIF-2a reporter, luciferase luminescence, overnight | actives 0.72% (n = 360,000) | inhibition, % at 18.8 µM;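 active = inhibition of the luminescence signal of 40% or more relative to plate controls, in a single-dose primary screen at 18.75 µM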
NR2E3 ag-1: inhibitors of NR2E3-RetCOR corepressor binding, primary screen, NR2E3 agonist project, biochemical, TR-FRET, GST-NR2E3, biotin-RetCOR | Photoreceptor-specific nuclear receptor (Homo sapiens), Q9Y5X4 | 1536-well | inhibition of corepressor binding, % at 4.78 µM | actives 0.12% (n = 320,000) | AID 2300, 2010;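 active = percent inhibition above the cutoff of mean plus 3 SD of all tested compounds, set per screening campaign, cut at about 20% in these data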;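 note: 0% = DMSO wells and 100% = biotin wells as full block of FRET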
Target sequence (Q9Y5X4 whole entry, looked up): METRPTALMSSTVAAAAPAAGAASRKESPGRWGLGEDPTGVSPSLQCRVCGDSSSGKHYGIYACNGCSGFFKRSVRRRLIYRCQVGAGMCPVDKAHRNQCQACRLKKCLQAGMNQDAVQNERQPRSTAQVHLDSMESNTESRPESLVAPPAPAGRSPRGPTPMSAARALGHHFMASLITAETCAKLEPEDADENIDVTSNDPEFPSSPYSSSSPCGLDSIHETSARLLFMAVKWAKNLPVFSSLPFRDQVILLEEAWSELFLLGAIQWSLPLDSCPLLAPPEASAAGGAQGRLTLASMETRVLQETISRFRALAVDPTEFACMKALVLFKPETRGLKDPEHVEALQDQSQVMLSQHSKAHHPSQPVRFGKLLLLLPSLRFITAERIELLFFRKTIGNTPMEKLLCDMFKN
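Material – GST-tagged NR2E3 plus biotinylated RetCOR corepressor · Quantity – NR2E3 fusion 1.35 nM · Times – 5 h incubation at 4 °C · Medium – pH 7.5 Tris-based buffer · Technique – TR-FRET, Eu(K)-anti-GST donor, streptavidin-D2 acceptor, ex 340, em 617/671 nm · Benchmarks – high control biotin, low control 0.6% DMSO · Format – 1536-well plates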
CF NFkB inh: inhibitors of PAF-induced NF-kB signaling, primary screen, cell-based, GFP fluorescence, uHTS | inhibition, % at 5 µM | KKLEB NF-kB-GFP reporter, GFP fluorescence overnight | actives 0.86% (n = 360,000);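 active = at least 50% inhibition at 5 µM, scaled per plate between neutral and stimulator controls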;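 note: PAF is a Pseudomonas aeruginosa culture filtrate used as stimulus; plate controls were PAF-stimulated DMSO wells for no effect and unstimulated DMSO wells for full effect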
MITF TRPM1 inh: inhibitors of MITF-dependent TRPM1 promoter reporter, primary screen, cell-based, SK-MEL-5, single point, luciferase; SK-MEL-5 TRPM1 promoter luciferase, 24 h; inhibition, % at 12.5 µM; actives 0.83% (n = 330,000);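 active = mean inhibition across replicates of 60% or more, whatever share of single replicates reaches that level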; note: values of inactives mirror those of a sister screen read the other way
Peg3 promoter: Peg3 promoter-driven luciferase inhibitors, primary screen, cell-based, HeLa, luciferase luminescence; HeLa PEG-Prom luciferase reporter, overnight; inhibition, % at 20 µM; actives 1.7% (n = 360,000); AID 588405, 2011;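 active = inhibition of at least 50% at 20 µM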
PDI turbidity: inhibitors of human PDI, primary screen, biochemical, turbidity, single point, plate reader; actives 0.052% (n = 350,000); PDI insulin aggregation turbidity, A650, 90 min; inhibition, % at 10 µM;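 active = mean inhibition across replicates of 30% or more, whatever share of single replicates reach that level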;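 note: absorbance from insulin aggregation driven by PDI reduction with DTT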
Target sequence (P07237 whole entry, looked up): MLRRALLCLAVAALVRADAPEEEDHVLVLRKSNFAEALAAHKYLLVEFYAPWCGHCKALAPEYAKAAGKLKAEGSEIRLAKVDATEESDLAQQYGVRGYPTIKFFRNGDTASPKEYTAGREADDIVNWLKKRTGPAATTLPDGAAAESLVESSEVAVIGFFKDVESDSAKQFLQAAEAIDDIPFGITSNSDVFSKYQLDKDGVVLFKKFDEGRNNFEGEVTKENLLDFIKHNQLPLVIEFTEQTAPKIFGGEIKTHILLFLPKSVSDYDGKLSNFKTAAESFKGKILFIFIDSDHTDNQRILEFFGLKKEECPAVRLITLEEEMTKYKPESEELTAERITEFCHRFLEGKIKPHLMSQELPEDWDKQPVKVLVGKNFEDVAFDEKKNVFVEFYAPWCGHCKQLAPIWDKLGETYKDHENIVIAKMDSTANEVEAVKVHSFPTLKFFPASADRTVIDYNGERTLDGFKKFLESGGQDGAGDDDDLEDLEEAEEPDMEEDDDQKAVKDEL
NR2E3 ag-2: NR2E3 agonists in two-hybrid cells, primary screen, cell-based, luminescence, CHO-S, Gal4-NCOR/VP16-NR2E3; AID 602229, 2012; inhibition of corepressor binding, % at 3.98 µM; luciferase; actives 0.35% (n = 360,000); Photoreceptor-specific nuclear receptor (Homo sapiens), Q9Y5X4;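 active = inhibition above the mean of all tested compounds plus 3 SD, cut at about 70% in these data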;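 note: 0% = DMSO with NR2E3 transfected cells and 100% = cells lacking NR2E3 construct; higher means lower luciferase signal from less NR2E3 corepressor binding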
Starred values were filed as active, the others as inactive; . = not tested or not shown; & = joins results of further samples.

SMILES | Shn3 inh set2 | Vif imaging | CaV13 FRET inh | KKLEB cytotox | HIF-2a inh | NR2E3 ag-1 | CF NFkB inh | MITF TRPM1 inh | Peg3 promoter | PDI turbidity | NR2E3 ag-2
COc1ccc(C(=O)N2c3cc4c(cc3C(C)=CC2(C)C)OCO4)cc1 | 23.0&24.3 | 1.6&-0.4 | -5.4 | 1.5 | 25.4 | . | 38.4 | 3.5 | 24.8 | 4.7 | -20.8
CCCCc1nc(C(N)=O)c2[nH]c(=O)n(-c3ccc(OCC)cc3)c2n1 | -23.2 | -5.2 | . | 6.3 | 22.2 | 1.1 | 1.4 | -10.7 | 14.7 | 3.0 | -29.3
CN1CCN(CC(=O)Nc2cc(S(=O)(=O)N3CCOCC3)ccc2Cl)CC1 | 1.3 | 3.2 | -5.7 | 0.2 | -3.7 | -3.5 | -31.0 | 6.7 | -1.3 | 3.4 | 3.3
COc1ccccc1C(=O)NCCC(=O)NCC(c1ccccc1OC)N1CCCC1 (configuration not stated) | 6.1 | . | -6.6 | 0.4 | 12.1 | -1.2 | -5.8 | 0.2 | 3.2 | -0.4 | 1.1
CC1CN(c2nc3ccccn3c(=O)c2/C=C(\C#N)S(=O)(=O)c2ccccc2)CC(C)O1 (configuration not stated) | -0.5 | 2.7 | -5.8 | -5.4 | 15.1 | -1.5 | 3.9 | 0.8 | -1.3 | -6.3 | 0.0
S=C1N(c2ccccc2)C(c2ccccc2)N2CCCN12 (configuration not stated) | -9.2 | -5.9 | -5.2 | 1.9 | 19.5 | -0.2 | -9.5 | 2.1 | 3.5 | 6.2 | -21.1
O=C(COc1ncnc2sccc12)Nc1ccc2c(c1)OCCO2 | 12.3 | -2.4 | -5.3 | -0.8 | -29.4 | 1.7 | -6.1 | 2.7 | -37.6 | 4.7 | -9.9
Cc1csc(NC(=O)CNC(=O)OCc2ccccc2)n1 | -6.4 | 11.3 | -4.9 | -7.1 | 10.9 | -0.1 | 10.7 | 5.4 | -2.9 | -4.0 | -5.1
C#CCOCCOCCOCCNc1nc(N2CCN(C(=O)CCCCCCCCCCNC(=O)[C@@H](CCSC)n3cc(CCO)nn3)CC2)nc(N2CCN(C(=O)CCCCCCCCCCNC(=O)[C@H](CCCN=C(N)N)n3cc(C[C@@H](C)CC)nn3)CC2)n1 | 49.7 | -3.6 | . | 4.0 | -8.6 | 5.8 | 10.1 | 68.7* | 7.1 | 10.8 | -20.6
CC(C)OC(=O)c1cc2c(ccn2C)n1CC(=O)N1CCC(Cc2ccccc2)CC1 | 40.3 | -6.4 | -5.2 | -4.5 | 14.8 | 1.8 | -15.5 | 5.8 | 26.5 | 5.4 | -1.8
CCN(CC)S(=O)(=O)c1cc(C(=O)OCC(=O)Nc2cccc(C)c2C)ccc1F | -0.7 | 6.2 | -17.9 | 6.4 | 14.2 | 4.4 | 1.2 | 11.0 | 20.1 | -8.7 | 8.9
CC(C)C(NC(=O)c1ccccc1F)C(=O)NCc1ccccc1 (configuration not stated) | 12.9 | -7.0 | -4.9 | 6.3 | 9.8 | -0.4 | 1.9 | -3.8 | 12.4 | 9.1 | -10.6
COc1cccc(OC)c1C(=O)Nc1cccc(-n2cnnn2)c1 | 7.4 | 0.3 | -15.8 | 3.9 | 7.7 | -1.4 | -30.1 | 15.7 | 16.8 | -1.6 | -4.9
Cc1ccc(S(=O)(=O)N(C)CC(=O)O/N=C(\N)c2cccc(Br)c2)cc1 | -16.4 | -4.9 | . | -39.3 | -3.8 | -2.7 | 28.8 | 1.7 | 21.5 | -9.2 | 12.7
COc1ccc(/C=N/N2CCN(C)CC2)cc1OC | 2.8 | 0.9 | . | 0.5 | -1.1 | -4.5 | 10.3 | -3.4 | -2.6 | 10.8 | -5.5
CC(C)(C)OC(=O)N1CCc2onc(-c3ccc(N)cc3)c2C1=O | -0.2 | -3.2 | -2.9 | 8.9 | -10.9 | . | 0.2 | . | -37.6 | -5.5 | -5.4
Cc1ccc(O)c(NC(=O)c2cc(-c3cccs3)on2)c1 | -36.4 | 8.5 | -7.3 | -9.0 | -170.3 | 0.5 | 18.0 | -113.0 | -296.6 | 3.0 | -129.3
O=C(/C=C/c1ccco1)Nc1ccccc1C(=O)Nc1cccc(C(=O)O)c1 | 2.0 | 3.5 | -2.7 | 11.7 | 12.8 | -0.1 | -0.4 | 6.5 | 8.6 | 3.1 | -21.1
O=C(Nc1cccc(-c2csc(Nc3ccc(Cl)cc3)n2)c1)c1cc([N+](=O)[O-])cc(C(F)(F)F)c1 | 62.2 | -0.3 | -10.1 | -16.5 | -18.6 | 1.9 | 29.8 | -0.6 | 21.4 | 3.7 | 12.3
C=C(C)COc1ccc(-c2ncncc2-c2ccc(Br)cc2)c(O)c1 | -8.4 | 1.4 | -2.3 | -5.2 | -5.1 | -2.9 | -8.4 | 2.4 | 8.6 | -4.2 | -5.5
Cc1c(C(=O)NCCSCc2c(F)cccc2Cl)cnn1-c1ccc(F)cc1 | 10.9 | 10.7 | -4.7 | -3.3 | 3.6 | 0.1 | -10.1 | 7.9 | 23.6 | 1.1 | 13.3
CN=C(Nc1ccc(C(=O)OC)s1)c1ccc(Cl)cc1 | -6.9 | -0.2 | -2.0 | 12.0 | -7.7 | 1.4 | -4.8 | 1.6 | -5.5 | 4.9 | -16.3
CCCC(=O)C1=C(O)C(C(=O)OC)C(C)(C)CC1=NC(C)(C)C (configuration not stated) | 7.8 | . | . | -2.4 | 9.6 | 0.4 | -4.7 | -3.9 | -2.8 | 6.4 | 8.9
CC1(C)C(N(O)C(=O)Nc2ccc(Cl)cc2)N(c2ccc(Cl)cc2)C(=O)N1CC(=O)NN (configuration not stated) | 10.9 | -0.2 | -7.3 | 5.2 | 9.8 | 1.0 | -10.4 | -21.8 | -1.7 | -0.3 | -16.7
CCc1cc(CNC(=O)C2CCC(=O)N(Cc3cccc(F)c3)C2)on1 (configuration not stated) | 7.0 | 6.5 | -7.6 | -2.4 | 1.9 | 0.0 | 4.2 | 10.9 | 18.3 | -1.2 | -17.3
COc1ccccc1CNC(=O)c1csc(Cc2ccc(Cl)cc2)n1 | 2.6 | -2.5 | -6.4 | -9.3 | -0.6 | 2.1 | 24.8 | 7.8 | 2.7 | 1.9 | 3.4
O=C(OCC(=O)N1CCCC1)c1cc(Cl)ccc1[N+](=O)[O-] | -8.9 | -5.9 | -4.4 | 12.3 | -15.7 | 3.3 | -18.6 | 6.4 | -10.3 | 4.6 | 22.8
Cc1ccc(C)c(S(=O)(=O)N2CCN(Cc3cc4c(cc3O)OCO4)CC2)c1 | 10.0 | -1.3 | -3.4 | 11.5 | 14.8 | 1.1 | 1.1 | -0.3 | -1.5 | 0.0 | -3.6
Cc1ccc(C(c2nnnn2CC2CCCO2)N2CCN(Cc3ccccc3)CC2)cc1 (configuration not stated) | 5.9 | -2.0 | -2.1 | 13.3 | -3.2 | 3.8 | 3.4 | -2.5 | 10.0 | 2.2 | 3.0
CCCCC(CC)C(=O)Nc1ccccc1C#N (configuration not stated) | -18.6 | -11.8 | -3.8 | -11.2 | 6.0 | 1.6 | 6.8 | -2.0 | -4.7 | -3.0 | 10.4
Cc1cc(NC(=O)/C=C/C(=O)N(CC(=O)NC2CCCC2)c2cccc3ccccc23)no1 | 9.9 | -2.6 | -0.8 | 1.0 | 19.3 | 3.9 | -7.2 | 2.3 | 9.7 | -3.7 | -16.5
CCOC(=O)CNC(=O)CCNS(=O)(=O)c1ccc2c(c1)c(=O)n(C)c(=O)n2C | -21.4 | 2.7 | . | 4.9 | 1.9 | -3.5 | -0.4 | 4.7 | 8.2 | 8.9 | 11.9
Cc1ccc(C(=O)c2ccc(N3CCOCC3)c(F)c2)cc1 | -29.2 | -6.8 | . | 7.1 | -207.7 | -2.5 | -7.1 | -45.3 | -166.3 | 1.1 | -40.5
CC(=O)c1cccc(NC(=O)N2CCc3ccccc3C2)c1 | -86.4 | -5.5 | -4.2 | -1.8 | -211.1 | 6.5 | -34.1 | -81.2 | -204.4 | -7.8 | -121.3
Cc1cc(/C=N/NC(=O)c2ccc(CN3CCOCC3)cc2)c(C)n1-c1ccccc1 | -5.7 | 0.9 | -5.5 | 1.4 | -44.4 | 2.6 | -8.5 | 0.3 | -16.4 | -10.0 | 3.3
Cc1ccccc1NC(=O)c1cc(S(=O)(=O)N2CCOCC2)cs1 | -9.1 | -3.2 | . | -7.0 | 0.7 | 0.0 | 12.3 | -4.9 | 17.1 | -0.6 | 0.6
COc1ccc(OC)c(NC(=O)Nc2ccc(Cl)cc2)c1 | 9.2 | -1.5 | . | 16.0 | -228.2 | 3.0 | -20.5 | -36.7 | -66.6 | -1.3 | 10.5
Cc1ccc(CSc2nnc(CNc3ccc(F)cc3)o2)cc1 | -4.0 | 2.4 | -4.6 | 4.1 | 15.6 | 2.5 | -9.0 | -5.3 | 8.0 | -6.4 | -24.8
O=S(=O)(c1ccc(Cl)cc1)N1CCN(C(=S)Nc2ccc(F)c(Cl)c2)CC1 | 23.4 | -17.9 | -2.9 | -9.0 | -11.3 | -1.8 | 29.5 | 10.2 | 23.5 | -3.8 | 19.0
Cc1ccc(CN(C(=O)N2CCN(C)CC2)S(=O)(=O)c2ccc(C)cc2)cc1 | 9.5 | -2.4 | -4.1 | -13.6 | 2.2 | 0.1 | 4.4 | 2.1 | -0.6 | -2.9 | -18.8
COc1ccc(CC(NC(C)=O)C(=O)NC2CCN(C(=O)Nc3ccc(C#N)cc3)CC2)cc1OC (configuration not stated) | -8.6 | -4.3 | -7.6 | -5.8 | 18.9 | -2.8 | 3.9 | 1.9 | 5.5 | -0.8 | 14.1
O=S(=O)(c1ccc(Cl)s1)N1CCCCC1 | -0.1 | -8.9 | -5.3 | 0.3 | 25.6 | 5.2 | -4.9 | -10.3 | 6.8 | 6.6 | -12.1
CC(=O)Nc1ccccc1O | -12.8 | 14.7 | -4.4 | 5.0 | 3.0 | 3.9 | -12.9 | -0.2 | 8.1 | -9.0 | 16.9
C=C(C)Cn1c2ccc(NC(=O)NCc3ccc(F)cc3)cc2c(=O)n1C | 7.2 | -4.7 | -4.4 | -2.3 | 8.6 | . | -13.1 | . | 2.2 | 13.3 | 15.6
